Compound activity: PubChem, several laboratories
GRK2 aptamer HTS: inhibitors of human GRK2 displacing RNA aptamer. inhibition of aptamer binding, % at 10 µM. bead flow cytometry, FAM-aptamer displacement from GRK2. P25098. actives 0.59% (n = 330,000);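 active = inhibition of aptamer binding above 40%, roughly 3 SD of noise, on plates passing a quality check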;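 also: median bead fluorescence of bound FAM aptamer so fluorescent compounds give negative values; no value below 0 was filed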
Fh CTSL1 inh: blocks F. hepatica cathepsin L1 in PFM18AAP counter-screen. recombinant F. hepatica cathepsin L1, Z-Leu-Arg-MCA fluorescence. inhibition, % at 5.96 µM. actives 0.49% (n = 300,000). AID 1906;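 active = inhibition above the mean of all tested compounds plus 3 SD, set per screening campaign, cut at about 17% in these data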;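 also: 0% = plate median of test compound wells and 100% = 1 µM Z-Phe-Ala-diazomethylketone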
HCV core dimer: HCV core protein dimerization inhibition. TR-FRET GST/Flag-core106 dimerization, 1536-well. inhibition, % at 5 µM. actives 0.33% (n = 300,000);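 active = inhibition above the mean of all tested compounds plus 3 SD, set per screening campaign, cut at about 45% in these data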
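test system = GST/Flag-tagged HCV core106 proteins | probe or stimulus = Eu donor and XL665 acceptor anti-tag antibodies | times = compound-protein-antibody incubation 4 h at 22.5 °C | signal = TR-FRET, excitation 340 nm, emission 617 and 671 nm | measure = percent inhibition of core106 dimerization signal | controls = wells lacking GST-core106 and wells with excess unlabelled core106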
procasp3 activ: procaspase-3 (human) activation; P42574; recombinant procaspase-3 D3A, Ac-DEVD-pNA absorbance 405 nm; activation, % at 8.5 µM; actives 0.11% (n = 330,000); AID 463141;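 active = activation above the mean of all tested compounds plus 3 SD, cut at about 21% in these data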;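 also: 0% = DMSO alone and 100% = DMSO wells spiked with extra 5 µM PC-3 D3A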
Target sequence (P42574 whole entry D9A/D28A/D175A): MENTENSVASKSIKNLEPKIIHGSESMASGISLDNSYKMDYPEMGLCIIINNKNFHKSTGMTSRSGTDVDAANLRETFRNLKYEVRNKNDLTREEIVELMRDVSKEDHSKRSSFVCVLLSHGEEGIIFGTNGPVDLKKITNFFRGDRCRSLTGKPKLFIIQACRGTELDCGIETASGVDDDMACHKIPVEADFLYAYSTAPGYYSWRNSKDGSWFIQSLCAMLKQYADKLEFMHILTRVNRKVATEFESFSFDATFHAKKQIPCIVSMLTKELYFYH
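Compound: 8.5 µM single point, 0.8% DMSO / Material: Autoprocessing-dead procaspase-3 D3A mutant enzyme / Timing: 1 h preincubation plus 2 h reaction at 25 °C / Medium: Zinc-free HEPES/NaCl buffer with 0.01% Triton X-100 at pH 7.4 / Technique: 405 nm absorbance of p-nitroaniline, reads at 0 and 120 min / Repeats: one well per compound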
VLA-4 inh: inhibition in a human VLA-4 binding assay; actives 0.2% (n = 330,000); inhibition, % (about 7 µM as worked out from the volumes in the protocol); VLA-4 expressing cells, ligand binding flow cytometry; AID 2557; P13612; in the data active = inhibition above about 50%
PP5 inh: PP5 (human) phosphatase inhibition; P53041; purified PP5c, OMFP substrate fluorescence; inhibition, % at 6.7 µM; actives 0.18% (n = 320,000); AID 1987;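 active = inhibition above the campaign's mean inhibition across all tested compounds plus 3 SD, cut at about 9.5% in these data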;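 also: 0% = DMSO only and 100% = 100 µM cantharidin control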
Target sequence (P53041 whole entry, looked up): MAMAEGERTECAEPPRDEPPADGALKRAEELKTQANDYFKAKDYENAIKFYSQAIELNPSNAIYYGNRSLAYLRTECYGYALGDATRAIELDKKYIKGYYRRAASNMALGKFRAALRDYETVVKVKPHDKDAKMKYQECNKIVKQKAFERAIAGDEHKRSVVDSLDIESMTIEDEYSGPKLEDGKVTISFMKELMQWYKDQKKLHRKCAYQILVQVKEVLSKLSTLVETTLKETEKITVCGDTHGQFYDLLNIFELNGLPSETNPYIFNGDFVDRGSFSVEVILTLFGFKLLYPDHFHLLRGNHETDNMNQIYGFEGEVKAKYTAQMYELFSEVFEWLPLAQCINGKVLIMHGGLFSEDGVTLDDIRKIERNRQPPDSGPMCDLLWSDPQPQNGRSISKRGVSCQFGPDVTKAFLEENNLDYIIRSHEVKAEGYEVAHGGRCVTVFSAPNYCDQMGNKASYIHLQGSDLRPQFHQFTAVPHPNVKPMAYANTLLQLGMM
PP1 inh: PP1-alpha (human) inhibition in PP5 counter-screen. AID 2235. actives 0.9% (n = 320,000). P62136. purified PP1alpha, OMFP fluorescence. inhibition, % at 6.7 µM;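 active = inhibition above the mean inhibition of all tested compounds plus 3 SD, computed separately for each screening campaign, cut at about 15% in these data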
proCasp7 act: counter-screen for procaspase-3 activators: activators of human procaspase-7. activation, % at 8.5 µM. actives 0.093% (n = 330,000). P55210. AID 463210. recombinant procaspase-7, Ac-DEVD-pNA absorbance 405 nm; D23A/D198A/D206A triple mutant, cannot self-cleave; scale: DMSO 0, 5 µM enzyme 100;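 active = percent activation above the screen-wide mean plus 3 SD, cut at about 25% in these data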
Target sequence (P55210 whole entry D23A/D198A/D206A): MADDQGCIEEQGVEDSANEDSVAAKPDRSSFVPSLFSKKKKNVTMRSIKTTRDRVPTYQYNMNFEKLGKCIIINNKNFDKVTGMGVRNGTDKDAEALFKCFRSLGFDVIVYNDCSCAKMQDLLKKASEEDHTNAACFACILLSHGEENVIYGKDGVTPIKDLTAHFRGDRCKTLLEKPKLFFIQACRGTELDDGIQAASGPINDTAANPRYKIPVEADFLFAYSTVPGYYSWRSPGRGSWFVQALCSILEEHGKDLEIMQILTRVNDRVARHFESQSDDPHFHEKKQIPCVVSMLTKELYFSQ
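Detection: p-Nitroaniline absorbance at 405 nm, read at 0 and 120 min; system: Uncleavable procaspase-7 mutant enzyme; evaluation: % activation from two-timepoint absorbance difference, scaled to controls; times: 1 h enzyme–compound preincubation and 2 h substrate reaction, both 25 °C; buffer or medium: Zinc-free HEPES pH 7.4 with 300 mM NaCl, 0.01% Triton X-100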
GASC-1 inh: blocks human GASC-1 demethylase activity; AID 2099; actives 0.069% (n = 330,000); Q9H3R0; inhibition, % at 2.35 µM; GST-JMJD2C(1-420) H3K9me3 demethylation, DELFIA europium;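 active = more than half of a compound's replicate wells show inhibition beyond 50%, single wells judged on their own value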;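 also: signal counts dimethyl H3K9 product captured on neutravidin plate; 0% = median of DMSO wells and 100% = 0.3 times that DMSO median; strong numbers were not always called active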
* marks the source's active call; other numbers are inactive results; / = not tested or not shown.

canonical_smiles | GRK2 aptamer HTS | Fh CTSL1 inh | HCV core dimer | procasp3 activ | VLA-4 inh | PP5 inh | PP1 inh | proCasp7 act | GASC-1 inh
CCOc1ccc(Cl)cc1CNCCNCCO | 0.0 | -3.3 | -5.4 | -11.8 | 9.6 | 3.9 | -1.0 | 3.5 | 0.7
COc1cccc(CSc2nnc(-c3ccco3)n2C)c1 | 2.0 | -0.8 | -2.5 | 5.0 | -3.8 | -2.6 | -6.2 | 16.1 | 2.9
Cc1ccc(-n2nnnc2CS(=O)(=O)c2ccccc2)c(C)c1 | 12.0 | -0.5 | -16.4 | 3.3 | 16.5 | 1.1 | -0.9 | -3.2 | -2.0
O=C(c1ccc(-c2nc3ccccc3s2)s1)N1CCOCC1 | 0.0 | 8.6 | 0.7 | 0.5 | 1.2 | 0.6 | -0.9 | 13.1 | 35.4
CN(C(=O)CSc1ncnc2ccccc12)C1CCS(=O)(=O)C1 (stereo not drawn) | 2.0 | / | / | 2.2 | 11.3 | -0.8 | -2.0 | -11.8 | 3.2
CCCc1[nH]nc2c1C(c1ccc(OC(=O)N3CCOCC3)cc1)C(C#N)=C(N)O2 (stereo not drawn) | 3.0 | -1.1 | -1.6 | -2.0 | 3.8 | -1.2 | -4.0 | 2.5 | 2.1
CC(C)CC1NC(=O)c2ccc(Cl)cc2-n2c1nc1cc(F)ccc1c2=O (stereo not drawn) | 4.0 | / | / | 1.8 | 11.9 | / | / | 9.6 | /
COc1ccccc1CN1CC(C(=O)N(C)Cc2[nH]c3ccccc3c2C)CCC1=O (stereo not drawn) | 2.0 | 0.4 | -3.6 | -0.6 | -0.7 | 0.8 | -2.5 | 2.7 | -2.4
O=C(NCc1ccc2c(c1)OCO2)c1cc(COc2c(F)cccc2F)on1 | 6.0 | 0.9 | -1.2 | 0.2 | 6.0 | 4.4 | 0.4 | 5.9 | 2.4
Cc1ccccc1NC(=O)CNC(=O)Cc1cccc2ccccc12 | 2.0 | -1.0 | 6.2 | 1.0 | 24.5 | 0.3 | 0.0 | 1.2 | -2.7
CC1CCN(S(=O)(=O)c2ccc(C(C)C)cc2)CC1 | 1.0 | -1.2 | 3.9 | -4.5 | 14.5 | 3.0 | -0.9 | -11.3 | -21.1
CSCCC(NC(=O)COc1ccccc1)C(=O)N1CCN(c2ccccc2)CC1 (stereo not drawn) | 0.0 | / | / | -0.1 | 22.3 | 0.6 | 0.7 | -2.1 | -32.6
O=C(CC1S/C(=N/N=C/c2cccs2)NC1=O)Nc1ccccc1F (stereo not drawn) | 0.0 | 0.6 | 2.1 | 12.3 | -9.7 | -0.9 | 1.7 | 4.7 | 0.9
Cn1c(SCC(N)=O)nnc1-c1ccccc1 | 0.0 | 0.5 | -1.2 | 4.6 | 4.9 | -0.3 | -1.3 | 0.1 | -2.6
COc1ccc(CNC(=O)CN(C(=O)c2csnn2)c2cnc3ccccc3c2)cc1 | 0.0 | -1.6 | 0.5 | 2.1 | -9.0 | 3.2 | 4.0 | 1.2 | 0.9
Cc1ccc(C)c(NC(=S)NC(NC(=O)OCc2ccccc2)C(Cl)(Cl)Cl)c1 (stereo not drawn) | 4.0 | -0.1 | 14.5 | -6.7 | 0.4 | -1.4 | 4.1 | 3.1 | -2.4
C[C@H](CO)N1C[C@H](C)[C@@H](CN(C)C(=O)Nc2ccccc2)Oc2ccc(NS(=O)(=O)c3ccccc3)cc2C1=O | 0.0 | / | / | -3.5 | -1.5 | / | / | 7.2 | 3.7
Cc1cc(C)n2nc(SCc3ccc(C#N)cc3)nc2n1 | 0.0 | 0.1 | 19.2 | 1.6 | -0.1 | -2.1 | -1.0 | 5.3 | 2.3
CC(C(=O)Nc1ccc2nccnc2c1)N1C(=O)C2C3C=CC(C3)C2C1=O (stereo not drawn) | 1.0 | 1.5 | 1.3 | 6.3 | -21.3 | 1.4 | -3.4 | 1.5 | 13.6
O=C(COC(=O)Cc1ccc(Br)cc1)NC1CC1 | 0.0 | / | / | 6.2 | 0.0 | 1.5 | -1.7 | 6.9 | 1.0
COc1ccc(/C=C/C(=O)OCC(=O)c2c(N)n(C)c(=O)n(C)c2=O)c(OC)c1 | 1.0 | 3.8 | 1.8 | -3.9 | 3.8 | 1.4 | -1.9 | 4.3 | 14.2
O=C(NCc1cccnc1)C(=O)NCC1OCCN1S(=O)(=O)c1ccc(Cl)cc1 (stereo not drawn) | 1.0 | -0.4 | 10.3 | 1.4 | 6.7 | 1.8 | 5.0 | 10.2 | -11.5
O=C1NC2(CCCCC2)N(C(=O)c2ccccc2)C2=C1CCCC2 | 0.0 | 7.7 | -1.8 | 5.1 | -2.7 | -1.6 | -3.9 | 10.0 | 24.4
COc1cc(N)c(Br)cc1C(=O)O | 0.0 | 0.0 | -3.4 | 1.4 | -6.8 | 3.3 | -4.1 | -2.9 | -4.1
COc1ccc(C)cc1NC(=O)CSc1ccc(-c2cccnc2)nn1 | 0.0 | 2.1 | 0.1 | -3.6 | 27.0 | 0.9 | -1.4 | 3.1 | -2.2
COc1ccc(S(=O)(=O)N(C)C[C@H]2Oc3c(NC(=O)Cc4ccccc4)cccc3C(=O)N([C@H](C)CO)C[C@@H]2C)cc1 | 1.0 | / | / | -3.0 | 0.4 | / | / | -1.5 | 28.9
C=C1CC(C(=O)N/N=C/c2ccccc2)C1 | 4.0 | 1.2 | -10.3 | 4.1 | 41.9 | -3.0 | -4.7 | 6.0 | -15.0
NC(=NCc1ccco1)NC(=O)c1ccc(Cl)cc1 | 0.0 | -0.3 | -0.3 | -31.7 | 19.8 | 3.2 | 5.9 | 9.4 | -2.6
Cc1cccc(NC(=O)c2ccc(NS(=O)(=O)c3c(C)noc3C)cc2)c1 | 0.0 | 13.4 | 1.5 | -1.4 | -2.3 | -1.6 | 1.2 | -10.2 | 17.5
COCc1cc(/C=N\NC(=O)c2ccc(Cl)cc2)ccc1OC | 14.0 | -2.3 | 0.6 | 1.5 | -10.7 | 1.3 | -1.1 | -1.7 | -13.1

Compound profiles, as listed above. Screens in order: GRK2 aptamer HTS, Fh CTSL1 inh, HCV core dimer, procasp3 activ, VLA-4 inh, PP5 inh, PP1 inh, proCasp7 act, GASC-1 inh
`O=C(NCc1ccc2c(c1)OCO2)c1cc(COc2c(F)cccc2F)on1` as listed: 6.0, 0.9, -1.2, 0.2, 6.0, 4.4, 0.4, 5.9, 2.4
`CSCCC(NC(=O)COc1ccccc1)C(=O)N1CCN(c2ccccc2)CC1` (stereo not drawn) as listed: 0.0, /, /, -0.1, 22.3, 0.6, 0.7, -2.1, -32.6

(listing goes on)
canonical_smiles | GRK2 aptamer HTS | Fh CTSL1 inh | HCV core dimer | procasp3 activ | VLA-4 inh | PP5 inh | PP1 inh | proCasp7 act | GASC-1 inh
COC(=O)c1cc(-c2ccccc2)sc1NC(=O)CN1C(=O)c2ccccc2C1=O | 0.0 | -0.8 | 12.2 | -13.5 | 0.6 | 0.6 | 4.7 | -16.9 | -12.1
O=S(=O)(c1ccc(Br)cc1)N1CCn2c(nc3ccccc32)C1 | 0.0 | 1.4 | 0.1 | 1.3 | -12.8 | 0.2 | -0.8 | 10.2 | -10.9
NC(=O)C1CCN(C(=O)COc2ccc(Nc3ccccc3)cc2)CC1 | 3.0 | -0.1 | -4.4 | -1.5 | 15.4 | -0.1 | -1.6 | -11.2 | -0.4
COc1cc(C(=O)NC2CCCC2)c(Br)c(OC)c1OC | 2.0 | -2.5 | -1.7 | 0.3 | 0.0 | 0.9 | 0.6 | -3.0 | -0.8
O=[N+]([O-])c1ccc(Sc2ccccc2)nc1 | 2.0 | 8.8 | -5.9 | -1.2 | 14.4 | -1.7 | 2.6 | -4.1 | 21.9
Cc1nccn1C(c1ccccc1)c1ccccc1 | 1.0 | -3.6 | -5.0 | 7.2 | -7.4 | 2.0 | -2.4 | 2.9 | -7.3
CN(C)S(=O)(=O)N1CCN(c2ccc(Cl)cc2)CC1 | 0.0 | 2.1 | -2.1 | -4.1 | 2.3 | 3.7 | -1.5 | 2.8 | -5.4
Clc1cccc(CN2CCN(Cc3ccco3)CC2)c1 | 0.0 | -4.0 | -1.5 | -2.7 | 7.2 | 4.2 | 0.9 | 1.7 | 11.0
CCCN(CCC)C(=O)c1cc2c(=O)[nH]c3ccc(C)cc3c2s1 | 1.0 | 10.5 | 13.1 | 7.2 | -5.4 | 0.3 | -2.5 | 6.8 | 12.6
O=c1oc(-c2ccccc2Cl)nc2ccsc12 | 1.0 | 1.8 | 34.4 | -10.4 | 0.0 | 2.4 | -0.8 | -6.9 | -37.9
CC1CN(Cc2nc3c(c(=O)n(C)c(=O)n3C)n2Cc2ccccc2)CC(C)O1 (stereo not drawn) | 0.0 | -2.2 | -4.5 | -2.8 | 0.1 | -0.3 | 0.7 | 7.2 | -5.6
Cc1ccccc1-n1c(=O)cc(N2CC(C)OC(C)C2)[nH]c1=O (stereo not drawn) | 3.0 | -3.8 | -2.9 | -3.6 | -1.3 | 2.2 | -2.9 | -12.9 | 2.4
Cc1nc(C)c(C(=O)O)c(-c2cccs2)c1C(=O)O | 0.0 | 2.2 | 0.1 | -2.4 | -1.0 | -0.7 | -0.8 | 0.8 | 12.4
C=CCn1c(SCC(=O)Nc2ccccc2)nc2scc(-c3cccs3)c2c1=O | 0.0 | 4.9 | 2.2 | 3.7 | 7.6 | 3.1 | 5.3 | -3.9 | 4.1
COc1ccc(S(=O)(=O)N2CCOCC2)cc1NC(=O)CCNC(=O)c1ccc(Br)cc1 | 1.0 | 0.0 | 0.7 | 4.9 | -0.6 | -0.8 | -2.3 | -8.1 | -6.5
O=C(NCCSc1ccccc1)c1ccco1 | 0.0 | 3.8 | -1.2 | 8.1 | 4.6 | 1.9 | -1.8 | 0.3 | 21.7
NC1C=CC=C(C(=O)O)C1 (stereo not drawn) | 4.0 | -1.0 | 1.1 | 1.6 | 39.7 | 1.1 | 4.0 | 5.2 | -5.0
O=S(=O)(/N=C(/c1ccccc1)N1CCOCC1)c1ccc(Br)cc1 | 7.0 | 4.9 | -14.8 | 1.7 | 4.0 | -8.3 | 3.7 | 4.5 | -1.2
CSc1nc(-c2ccccc2F)c(C#N)c(=O)n1C | 5.0 | 0.5 | 3.0 | -2.4 | 4.9 | -2.0 | 1.0 | 9.6 | 4.0
Cc1cc(C)c(C(=O)COC(=O)Cn2c(C)csc2=O)cc1C | 0.0 | -8.9 | -2.7 | 4.5 | -15.0 | 2.6 | 0.1 | 5.5 | 5.3
CCOC(=O)c1c(NC(=O)CC2Nc3cc(C)c(C)cc3NC2=O)sc(C)c1C (stereo not drawn) | 1.0 | -3.9 | -2.8 | -0.9 | -53.8 | 1.8 | -2.5 | -4.7 | -22.6
